Platelet DG rel = platelet dense granule release activity | human platelet-rich plasma, SFLLRN dense granule ATP release, luminescence | AID 1663 | 0.22% of 300,000 active | inhibition, %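 (compounds screened at 7.5 µM in platelet-rich plasma)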;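 active = mean replicate score, as percent of positive control, at or above 50; inconclusive = mean below 50 but at least one replicate at or above 50; inactive = mean and every replicate below 50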
HSP90 inh = HSP90 refolding inhibition in rabbit reticulocyte lysate | luciferase refolding luminescence, 3 h | inhibition, % at 5.6 µM | 0.91% of 290,000 active | AID 1789;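 active = inhibition above the screen-wide mean plus 3 SD, computed separately per campaign, cut at about 16% in these data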;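 also: 0% = DMSO wells and 100% = 60 µM geldanamycin wells; inhibitors lower the luminescence because luciferase stays unfolded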
aSyn UTR inh = 5' untranslated region of α-synuclein, MLPCN primary screen. alpha-synuclein 5'UTR reporter, inhibitor activity. inhibition, % (tested at 7.5 µM). 0.82% of 300,000 active. AID 1813; in the data active = inhibition above about 60%; inconclusive = no clear call, values can overlap the other calls;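 also: H4 neuroglioblastoma cells stably carrying SNCA 5'UTR luciferase fusion; 0% = DMSO wells and 100% = positive control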
HSF1 activator = increases HSF-1 driven luciferase reporter signal | 1.7% of 300,000 active | NIH3T3-HGL HSF-1 luciferase reporter, MG132, 8 h; 100% = twice DMSO control signal | AID 504408 | activation, % at 9 µM;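 active = mean replicate activation of at least 50% with a set share of replicates each reaching 50%; inconclusive = only one of those two conditions met; inactive = mean below 50% and too few replicates reaching it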;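 also: 0% = median of the neutral control wells and 100% = twice that signal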
KLF5 inhibitor = kruppel-like factor 5 inhibition. AID 1700. 0.23% of 290,000 active. inhibition, % at 5 µM. DLD-1 KLF5 promoter-luciferase reporter, luminescence;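 active = inhibition above a per-plate limit of that plate's mean compound inhibition plus 3 SD, cut at about 60% in these data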;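 also: 0% = DMSO wells and 100% = LY294002 at 200 µM; higher means less KLF5 promoter-driven luciferase light; inactives centre near -14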
GSK3 alpha inh = blocks human GSK-3 alpha kinase; P49840; ADP-Glo luminescence, 60 min; inhibition, % at 10 µM; 0.1% of 320,000 active; AID 2650;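 in the data active = inhibition above about 50%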;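 also: GST-tagged GSK-3 alpha with peptide substrate and 25 µM ATP; 0% = DMSO neutral wells and 100% = GW8510 positive control wells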
Target sequence (P49840 whole entry, looked up): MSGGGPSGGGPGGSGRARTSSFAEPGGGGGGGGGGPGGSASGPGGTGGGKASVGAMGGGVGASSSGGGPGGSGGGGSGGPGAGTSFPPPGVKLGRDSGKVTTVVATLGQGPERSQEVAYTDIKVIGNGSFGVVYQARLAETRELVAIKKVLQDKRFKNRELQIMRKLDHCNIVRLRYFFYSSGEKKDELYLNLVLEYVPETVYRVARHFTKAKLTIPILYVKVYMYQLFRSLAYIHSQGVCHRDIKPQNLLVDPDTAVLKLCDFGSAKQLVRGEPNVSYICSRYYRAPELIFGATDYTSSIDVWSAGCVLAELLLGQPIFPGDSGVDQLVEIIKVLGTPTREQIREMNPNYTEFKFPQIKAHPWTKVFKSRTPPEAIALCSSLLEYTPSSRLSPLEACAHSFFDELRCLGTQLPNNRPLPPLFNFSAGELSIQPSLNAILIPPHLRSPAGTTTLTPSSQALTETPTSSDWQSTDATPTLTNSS
IEC-6 tox = counter-screen for KLF5 inhibitors: cytotoxicity in IEC-6 cells; inhibition, % at 5 µM; IEC-6 cytotoxicity, luminescence viability; 0.78% of 290,000 active; AID 1825; in the data active = inhibition above about 22%;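 also: 0% = plate median of test compound wells and 100% = cytotoxic reference compound wells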
HSF1 inhib = HSF1 inhibition; AID 2098; 0.77% of 300,000 active; NIH3T3-HGL HSE-luciferase, MG132-induced, luminescence 8 h; active compounds read low; activity change, negative = inhibition, % at 7.5 µM (by protocol);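 active = more than half of replicate wells show activity change below -50%, luminescence cut by over half; inconclusive = some wells, but at most half, below -50%; inactive = no replicate well below -50%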;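 also: luciferase reports HSF-1 transcriptional activity via heat shock element; 0% = median of DMSO wells and -100% = zero luminescence signal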
GSK3B inh = blocks human GSK3beta kinase activity | GST-GSK3beta kinase, ADP-Glo luminescence, 60 min; active compounds read low | activity score (negative = inhibition), % at 10 µM | 0.038% of 300,000 active | AID 2097;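 active = more than half of replicate wells score below -50%, meaning over 50% inhibition versus plate controls; inconclusive = some replicates but at most half score below -50%; inactive = no replicate scores below -50%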;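 also: 0% = median DMSO wells and -100% = median GW8510 positive control wells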
Target sequence (P49841 whole entry, looked up): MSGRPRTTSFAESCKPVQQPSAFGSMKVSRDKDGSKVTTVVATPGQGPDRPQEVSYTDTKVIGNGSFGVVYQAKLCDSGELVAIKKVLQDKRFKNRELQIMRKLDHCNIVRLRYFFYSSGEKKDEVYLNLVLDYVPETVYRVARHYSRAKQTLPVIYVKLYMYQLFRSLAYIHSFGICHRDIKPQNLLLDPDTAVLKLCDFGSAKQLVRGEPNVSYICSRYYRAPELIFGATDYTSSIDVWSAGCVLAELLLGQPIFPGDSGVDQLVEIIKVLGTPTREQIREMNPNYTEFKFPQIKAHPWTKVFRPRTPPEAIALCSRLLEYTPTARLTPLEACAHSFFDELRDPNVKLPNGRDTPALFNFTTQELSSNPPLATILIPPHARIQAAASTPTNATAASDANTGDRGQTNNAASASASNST
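Assay system: GST-tagged human GSK3beta kinase, cell-free; Input: 1.6 ng GSK3beta; Medium: Tris/MgCl2 kinase buffer; Timing: 60 min enzyme reaction, room temperature; Signal: ADP-Glo luminescence quantifying ADP generated by kinase; Evaluation: score relative to plate controls; Benchmarks: DMSO neutral wells and GW8510 at 20 µM as positive.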
DYRK1A inh = Dyrk1A (rat) kinase inhibition | ADP-Glo luminescence, NFATc1 peptide | inhibition, % at 12.5 µM | 0.43% of 310,000 active | Q63470; in the data active = inhibition above about 50%;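 also: plate controls were vehicle with enzyme for no effect and no enzyme for full effect; many of its hits are not listed in these tables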
Numbers without * were called inactive. Some of the compounds tested; the hit share may differ from the screen's.

Screening NS(=O)(=O)c1ccc(NC(=S)NC(=O)C2CCCC2)cc1 returned Platelet DG rel -4, HSP90 inh 2, aSyn UTR inh -26, HSF1 activator -6, KLF5 inhibitor -21, GSK3 alpha inh 0, IEC-6 tox 5, HSF1 inhib -4, GSK3B inh -6 and DYRK1A inh 5.
For Cc1cccc(OCC(=O)Nc2cc(Cl)ccc2-n2cncn2)c1C the results were Platelet DG rel -5, aSyn UTR inh 14, HSF1 activator -3, GSK3 alpha inh -1, HSF1 inhib -7, GSK3B inh -1 and DYRK1A inh 6.
For Cc1cccc2nc(-c3ccccc3)nc(N[C@@H](CO)c3ccccc3)c12 the results were Platelet DG rel inconclusive, HSP90 inh -4, aSyn UTR inh 4, HSF1 activator -3, KLF5 inhibitor -20, GSK3 alpha inh -2, IEC-6 tox 1, HSF1 inhib 18, GSK3B inh 4 and DYRK1A inh 1.
Screening CC(=O)[C@@]12O[C@@H]1C[C@H]1[C@@H]3CC[C@H]4C[C@@H](O)CC[C@]4(C)[C@H]3CC[C@@]12C returned Platelet DG rel -1, HSP90 inh 0, aSyn UTR inh 5, HSF1 activator 21, KLF5 inhibitor -2, GSK3 alpha inh 0, IEC-6 tox 0, HSF1 inhib -4, GSK3B inh -7 and DYRK1A inh 0.
For Oc1oc(-c2ccccc2Br)nc1/C=N/c1ccccn1 the results were Platelet DG rel 11, HSP90 inh 3, aSyn UTR inh -124, HSF1 activator 26, KLF5 inhibitor -140, GSK3 alpha inh 15, IEC-6 tox 4, HSF1 inhib 15, GSK3B inh -5 and DYRK1A inh 3.
`CCc1ccc2c(c1)c(N=NC1=NC(=O)CS1)c(O)n2C` gave Platelet DG rel -3, HSP90 inh 3, aSyn UTR inh 1, KLF5 inhibitor -3, GSK3 alpha inh 1, IEC-6 tox 7, GSK3B inh 0 and DYRK1A inh 5.
CC1(C)Cc2ccccc2C(N)=C1C#N was read as Platelet DG rel -5, HSP90 inh 3, aSyn UTR inh 6, HSF1 activator -3, KLF5 inhibitor -7, GSK3 alpha inh -2, IEC-6 tox 2, HSF1 inhib -2, GSK3B inh -2 and DYRK1A inh 7.
O=C(C1CCN(S(=O)(=O)N2CCC3(CC2)OCCO3)CC1)N1CCOCC1 was read as Platelet DG rel 2, HSP90 inh -2, aSyn UTR inh 14, HSF1 activator 3, KLF5 inhibitor -35, GSK3 alpha inh 1, IEC-6 tox -3, HSF1 inhib 9, GSK3B inh 0 and DYRK1A inh -1.
O=C1C(Cc2ccccc2)NC(=S)N1Cc1ccccc1 (stereo not drawn) was read as Platelet DG rel 1, HSP90 inh -1, aSyn UTR inh -8, HSF1 activator 12, KLF5 inhibitor -7, GSK3 alpha inh -2, IEC-6 tox -2, HSF1 inhib -5, GSK3B inh 0 and DYRK1A inh 6.
For COc1cc(/C=N\n2cnnc2)ccc1OCC(=O)Nc1ccc(C)cc1 the results were Platelet DG rel 4, HSP90 inh -3, aSyn UTR inh -31, HSF1 activator 7, KLF5 inhibitor -6, GSK3 alpha inh 1, IEC-6 tox -3, HSF1 inhib 5, GSK3B inh 0 and DYRK1A inh 5.
Screening CCN1CCN(C(CNS(=O)(=O)c2ccccc2)c2cccnc2)CC1 (stereo not drawn) returned Platelet DG rel -6, HSP90 inh 0, aSyn UTR inh -24, HSF1 activator 2, KLF5 inhibitor -33, GSK3 alpha inh 1, IEC-6 tox 2, HSF1 inhib -8, GSK3B inh 1 and DYRK1A inh 6.
For Cc1ccc(C)c2[nH]c(=O)c(CCNC(=O)C(C)(C)C)cc12 the results were Platelet DG rel -4, HSP90 inh 3, aSyn UTR inh -18, HSF1 activator -89, KLF5 inhibitor 3, GSK3 alpha inh -1, IEC-6 tox -6, HSF1 inhib -86*, GSK3B inh -1 and DYRK1A inh -8.
O=C(CN1CCCc2ccccc21)Nc1ccc(F)cc1[N+](=O)[O-] was read as Platelet DG rel 14, HSP90 inh 0, aSyn UTR inh 14, HSF1 activator 10, KLF5 inhibitor -10, GSK3 alpha inh -2, IEC-6 tox -8, HSF1 inhib 0, GSK3B inh 0 and DYRK1A inh -4.
Screening COc1cc(-c2nc3ccccn3c2/N=C/c2cccc(F)c2)ccc1O returned Platelet DG rel -6, HSP90 inh -1, aSyn UTR inh -6, HSF1 activator 5, KLF5 inhibitor -49, GSK3 alpha inh -3, IEC-6 tox 1, HSF1 inhib 3, GSK3B inh 0 and DYRK1A inh 8.
`COc1ccc(OC(=O)C(C)N2C(=O)c3ccccc3C2=O)cc1` (stereo not drawn) gave Platelet DG rel 2, HSP90 inh -5, aSyn UTR inh 23, HSF1 activator -3, KLF5 inhibitor -27, GSK3 alpha inh 0, IEC-6 tox -3, HSF1 inhib 5, GSK3B inh -1 and DYRK1A inh -2.

Copied from the results shown, three compounds:
Screening NS(=O)(=O)c1ccc(NC(=S)NC(=O)C2CCCC2)cc1 returned Platelet DG rel -4, HSP90 inh 2, aSyn UTR inh -26, HSF1 activator -6, KLF5 inhibitor -21, GSK3 alpha inh 0, IEC-6 tox 5, HSF1 inhib -4, GSK3B inh -6 and DYRK1A inh 5.
For Cc1cccc(OCC(=O)Nc2cc(Cl)ccc2-n2cncn2)c1C the results were Platelet DG rel -5, aSyn UTR inh 14, HSF1 activator -3, GSK3 alpha inh -1, HSF1 inhib -7, GSK3B inh -1 and DYRK1A inh 6.
For Cc1cccc2nc(-c3ccccc3)nc(N[C@@H](CO)c3ccccc3)c12 the results were Platelet DG rel inconclusive, HSP90 inh -4, aSyn UTR inh 4, HSF1 activator -3, KLF5 inhibitor -20, GSK3 alpha inh -2, IEC-6 tox 1, HSF1 inhib 18, GSK3B inh 4 and DYRK1A inh 1.

(cont.)
COCCN1CCN(C(=O)c2cc(COc3cc(C)ccc3C)on2)CC1 was read as Platelet DG rel 6, HSP90 inh 0, aSyn UTR inh -127, HSF1 activator 30, KLF5 inhibitor -81, GSK3 alpha inh 1, IEC-6 tox 4, HSF1 inhib 20, GSK3B inh 2 and DYRK1A inh -2.
Screening Cc1nn(Cc2ccc(F)cc2)c(C)c1NC(=O)CCCn1nc([N+](=O)[O-])cc1C returned Platelet DG rel -1, HSP90 inh -1, aSyn UTR inh 0, HSF1 activator 8, KLF5 inhibitor -15, GSK3 alpha inh -1, IEC-6 tox 3, HSF1 inhib 2, GSK3B inh 3 and DYRK1A inh 7.
`CCOc1ccccc1NC(=O)C1=C(C)NC(=S)NC1c1cccs1` (stereo not drawn) gave Platelet DG rel 5, HSP90 inh 1, aSyn UTR inh 10, HSF1 activator 12, KLF5 inhibitor -17, GSK3 alpha inh 1, IEC-6 tox -2, HSF1 inhib -8, GSK3B inh -3 and DYRK1A inh -8.
`COc1ccc(NC(=O)CN(c2ccccc2F)S(=O)(=O)c2ccc(C)cc2)cc1` gave Platelet DG rel 4, HSP90 inh -1, aSyn UTR inh -6, HSF1 activator 18, KLF5 inhibitor -13, GSK3 alpha inh 2, IEC-6 tox -9, HSF1 inhib 12, GSK3B inh 2 and DYRK1A inh -1.
Screening COC(=O)CSc1nc(C)c(C)c(C)c1C(N)=O returned Platelet DG rel 5, HSP90 inh -3, aSyn UTR inh 5, HSF1 activator -2, KLF5 inhibitor -13, GSK3 alpha inh -5, IEC-6 tox -7, HSF1 inhib -9, GSK3B inh 0 and DYRK1A inh -2.
Screening CC1=C(C(=O)Nc2ccccc2)C(c2ccc3c(c2)OCO3)C2=C(CCCC2=O)N1 (stereo not drawn) returned Platelet DG rel 2, HSP90 inh 2, aSyn UTR inh 21, HSF1 activator 9, KLF5 inhibitor 13, GSK3 alpha inh 1, IEC-6 tox 6, HSF1 inhib 3, GSK3B inh 0 and DYRK1A inh 0.
For COC(=O)c1sc2nc(SCc3cccc(F)c3)n(N)c(=O)c2c1C the results were Platelet DG rel 6, HSP90 inh 4, aSyn UTR inh -3, HSF1 activator 13, KLF5 inhibitor -2, GSK3 alpha inh -5, IEC-6 tox 2, HSF1 inhib 8, GSK3B inh 1 and DYRK1A inh -8.
Screening Cn1nnnc1SCC(=O)Nc1ccccn1 returned Platelet DG rel 7, HSP90 inh 2, aSyn UTR inh -10, HSF1 activator -5, KLF5 inhibitor -20, GSK3 alpha inh 0, IEC-6 tox -2, HSF1 inhib -5, GSK3B inh -2 and DYRK1A inh 2.
`O=C(Nn1cnnc1)c1ccncc1` gave Platelet DG rel -7, HSP90 inh 2, aSyn UTR inh 3, HSF1 activator -13, KLF5 inhibitor 0, GSK3 alpha inh 2, IEC-6 tox -2, HSF1 inhib 8, GSK3B inh 1 and DYRK1A inh 1.
For CCOC(=O)c1ccc(NC(=S)N2CCC(C(N)=O)(N3CCCCC3)CC2)cc1 the results were Platelet DG rel 2, HSP90 inh 1, aSyn UTR inh 9, HSF1 activator -4, KLF5 inhibitor -11, GSK3 alpha inh -1, IEC-6 tox 2, HSF1 inhib -2, GSK3B inh 1 and DYRK1A inh 2.
`O=C1CCCc2c1cc(C(=O)Nc1ccc(Br)cn1)c(=O)n2-c1ccccc1` gave Platelet DG rel -5, HSP90 inh 3, aSyn UTR inh -3, HSF1 activator -9, KLF5 inhibitor -39, GSK3 alpha inh -3, IEC-6 tox 6, HSF1 inhib 2, GSK3B inh 1 and DYRK1A inh 0.
COCCN1C(=O)c2[nH]nc(-c3ccccc3O)c2C1c1ccc(OC)cc1 (stereo not drawn) was read as Platelet DG rel 2, HSP90 inh -1, aSyn UTR inh 21, HSF1 activator -17, KLF5 inhibitor 8, GSK3 alpha inh 0, IEC-6 tox -3, HSF1 inhib 1, GSK3B inh -4 and DYRK1A inh -7.
`COc1ccc(CC(=O)Nc2ccc(S(=O)(=O)Nc3ncccn3)cc2)cc1` gave Platelet DG rel 0, HSP90 inh 3, aSyn UTR inh 0, HSF1 activator 11, KLF5 inhibitor -20, GSK3 alpha inh 2, IEC-6 tox 2, HSF1 inhib -5, GSK3B inh 3 and DYRK1A inh -9.
For CNc1ccc(NC(C)=O)cc1[N+](=O)[O-] the results were Platelet DG rel 6, HSP90 inh 1, aSyn UTR inh 18, HSF1 activator 1, KLF5 inhibitor -2, GSK3 alpha inh 0, IEC-6 tox 0, HSF1 inhib -6, GSK3B inh 1 and DYRK1A inh -3.
Screening Nn1c(Cc2cccc3ccccc23)nnc1SCc1c(F)cccc1Cl returned Platelet DG rel 2, HSP90 inh 2, aSyn UTR inh 33, KLF5 inhibitor -8, GSK3 alpha inh 1, IEC-6 tox 0, GSK3B inh -3 and DYRK1A inh 1.

Source: PubChem BioAssay (several laboratories)
